MKP-3 inhibition = MKP-3 phosphatase inhibitors, primary screen, biochemical, rat enzyme, in vitro (AID 425). recombinant MKP-3 phosphatase activity, fluorescence; higher % means a stronger effect. inhibition, % at 20 µM; hits with a dose series show IC50 in µM. hit rate 0.17% among 110,000; in the data active means inhibition above about 50%;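 further: plate controls were vehicle for no effect and reference inhibitor for full effect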
Hsp70 displacement = small molecules displacing fluorescent ligand from Hsp70 – biochemical, fluorescence polarization, primary screen (AID 583). one-dose displacement, % at 20 µM; IC50 in µM for titrated hits. Hsp70 fluorescence polarization probe displacement, mP; higher % means a stronger effect. hit rate 0.06% among 140,000; in the data active means displacement above about 50%;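 further: plate controls were vehicle for no effect and reference ligand for full effect; a part of the inactive calls stands beside numbers as strong as those of hits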
Active calls of the source: *; / = not tested or not shown; & = joins results of further samples.

structure	MKP-3 inhibition	Hsp70 displacement
CC(C)CC(c1nnnn1CCc1ccccc1)N1CCC(C(N)=O)CC1 (centres undefined)	/	-3.7%
CC1(C)CC(=O)C2=C(C1)Nc1ccccc1NC2c1coc2c(Cl)cc(Cl)cc2c1=O (centres undefined)	4.8%	-1.0%
O=C(NCCN1CCCCC1)c1c(O)c2ccccc2[nH]c1=O	0.9%	1.9%
O=C(CSc1nc2ccccc2s1)Nc1ccc(/C=C/c2ccccc2)cc1	2.8%	-4.8%
Cc1ccc(-n2nnnc2SCc2ccccn2)cc1C	/	0.4%
COc1ccc(-c2cn3cccc(C)c3n2)cc1Br	2.3%	-2.1%
O=C(Cn1c(=O)sc2ccccc21)OC(CCl)CCl	/	1.5%
Cc1ccc(C)c(OCCN2CCCCC2)c1	-1.6%	3.9%
COc1ccccc1CN1C(=O)CN(C2CCCCCC2)C(=O)C1c1ccc(F)cc1 (centres undefined)	/	-4.3%
Cc1cc(C)c(C=C2C(=O)c3ccccc3C2=O)c(C)c1C	0.9%	9.1%
Cn1c(=O)c2c(nc(CN3CCN(Cc4ccccc4)CC3)n2Cc2ccc(F)cc2)n(C)c1=O	-2.9%	8.5%
O=C(O)CCCCCN1C(=O)C(=O)/C(=C(\O)c2ccc(Br)cc2)C1c1ccc(F)cc1 (centres undefined)	2.8%	3.9%
Cc1ccc[n+](-c2nc3ccccc3nc2C(=C=[N-])C#N)c1	/	2.3%
c1ccn(-c2ncnc3sc4c(c23)CCCC4)c1	8.5%	3.9%
Oc1ccc(-c2nnc(SCC3CCCCC3)o2)cc1	-9.9%	6.3%
Cc1ccc(N2C(=O)c3ccccc3NC2c2cccc(O)c2)cc1 (centres undefined)	5.1%	-1.7%
Fc1ccc(-c2csc(Nc3ccc(Cl)cc3)n2)cc1	4.4%	2.4%
C=CCc1cccc(/C=N/N=C2c3ccccc3Cc3ccccc32)c1O	0.1%	-2.3%
O=C(O)c1ccc(/C=C2\SC(=S)N(c3cccc(C(F)(F)F)c3)C2=O)cc1	7.1%	-0.5%
C=CCSc1nnc(NC(=O)CSc2nc3ccccc3o2)s1	11.1%	1.7%
COC(=O)C1=C(C)Nc2ccc(C)cc2S1	-0.2%	-4.3%
Cc1nn(C)c(C)c1NC(=O)CSc1nc(C2CC2)nc2c1cnn2-c1ccccc1	/	-1.6%
CCCn1c(N)c(C(=O)CSc2nnc(-c3ccco3)n2Cc2ccccc2)c(=O)[nH]c1=O	-4.0%	3.8%
Cn1c(=O)[nH]c(=O)c2c1nc(CN1CCN(c3cccc(Cl)c3)CC1)n2CCCc1ccccc1	-10.5%	-4.0%
Cc1[nH]c2ccc(C(=O)O)cc2c(=O)c1CCC(=O)O	3.4%	1.7%
Cn1c(Cc2ccccc2)nnc1SCC(=O)N1CCOCC1	1.1%	5.4%
O=C1C2(c3ccccc3)CN(CCCO)CC1(c1ccccc1)CN(CCCO)C2	-13.4%	-0.4%
CCN(CC(=O)NCc1cccs1)S(=O)(=O)c1cccc(C(C)=O)c1	-10.0%	-5.1%
O=C1N=c2ccccc2=C1c1sc(Nc2cccc(O)c2)nc1O	0.1%	3.5%
CCn1c(SCc2c(F)cccc2Cl)nnc1-c1ccco1	-6.6%	0.8%

structure	MKP-3 inhibition	Hsp70 displacement
Cc1ccc(NC(=O)C2CC(=O)N=C(N)S2)cc1Cl (centres undefined)	-0.3%	2.9%
Cc1ccc(N2C(=O)/C(=C3/C(=O)N(C)c4ccccc43)SC2=S)cc1C	5.5%	-0.9%
CCCCNC(=O)CS(=O)Cc1nc(-c2cccs2)oc1C (centres undefined)	-4.7%	-2.8%
CN1Cc2sc(N)c(C#N)c2CC1(C)C	-6.7%	7.6%
O=C(CN(CC1CCCO1)C(=O)CCC(=O)Nc1nccs1)NCc1ccc2c(c1)OCO2 (centres undefined)	-12.6%	-3.5%
O=C(NC(=S)Nc1ccc(O)c(-c2nc3ccccc3o2)c1)c1ccco1	-5.2%	-4.4%
COc1cc(/C=C2/SC(=S)NC2=O)ccc1OC(=O)c1cccc(Br)c1	-0.5%	-12.1%
NC(=O)C(=O)Nc1ccc2c(c1)OCCO2	-2.2%	-1.5%
CCC(C)C(NC(=O)OCc1ccccc1)C(=O)OCN1C(=O)c2ccccc2C1=O (centres undefined)	/	-4.0%
CC(C(=O)N1c2ccccc2CCc2ccccc21)N1C(=O)c2ccccc2C1=O (centres undefined)	5.4%	-2.9%
COc1ccc(C(=O)CSc2nc(N)nc(SC)c2C#N)cc1	/	0.3%
CCOC(=O)c1nnn(-c2nonc2N)c1CSc1ccc(C)cc1	1.5%	-5.7%
Cc1nc2ccccc2c(=O)n1/N=C/c1ccccn1	-6.0%	0.6%
O=C(c1ccco1)N1C(=O)c2cccc3c(S(=O)(=O)N4CCCC4)ccc1c23	-1.5%	5.9%
CN(C)CCCOC(=O)c1ccc(Cl)cc1Cl	-14.5%	1.2%
Cc1ccc(-n2c(SCC(=O)N3CCOCC3)nc(O)c(Cc3ccccc3)c2=O)cc1	1.5%	-3.4%
Cn1c(=O)c2c(nc(Br)n2Cc2ccccc2Cl)n(C)c1=O	-3.1%	6.5%
O=C(CN1C(=O)C2(OCCO2)c2cc(Br)ccc21)c1ccc(Br)cc1	0.6%	-1.6%
COc1ccc(N2C(C)=CS/C2=C(/C#N)c2nnc(N3CCOCC3)n2-c2ccccc2)cc1	-3.8%	-2.3%
O=Cc1cn[nH]c1-c1ccc(Cl)cc1	-0.7%	1.3%
O=C(CSCCc1ccccn1)Nc1ccccn1	-8.1%	6.6%
O=C(NCc1cccc(Cl)c1)c1cnn2c1NC(c1ccco1)CC2C(F)(F)F (centres undefined)	/	2.3%
Cc1cc(C)c2c(C)nn(C3CCCCC3)c2n1	-8.3%	-0.6%
CC1=C(C)CC2C(=O)N(c3cccc4ccccc34)C(=O)C2C1 (centres undefined)	-9.1%&3.5%	4.3%&-1.6%
COc1cc(/C=N/NC(=O)COc2cccc(C)c2)cc([N+](=O)[O-])c1O	-1.2%	1.4%
Cc1ccc(SC(C)C(=O)NCc2cccnc2)cc1 (centres undefined)	/	-3.0%
Cc1cc(C)cc(N(CC(=O)NCc2ccc3c(c2)OCO3)C(=O)CCC(=O)Nc2ccccn2)c1	-1.9%	0.1%
Cc1cccc(NC(=O)NCc2ccccn2)c1	/	0.1%
CCOC(=O)C(CCOCCOc1ccc(Cl)cc1C)C(=O)OCC	-1.4%	4.0%
CCNc1nc(Oc2ccc(C(=O)OCC)cc2)nc(SC)n1	-8.5%	/

structure	MKP-3 inhibition	Hsp70 displacement
O=C(COc1ccc2ccccc2c1)Nn1cnnc1	3.0%	-2.2%
C=CCn1c(-c2cccc3ccccc23)n[nH]c1=S	/	1.9%
COc1ccc(C(=O)N2CCN(C(=O)c3ccncc3)CC2)cc1	1.5%	-3.9%
CCCNc1nc2c(c(=O)n(C)c(=O)n2C)n1CCC(C)C	-5.3%	1.0%
N#C/C(=C\c1ccc(-c2cccc(Cl)c2Cl)o1)C(=O)NCc1ccco1	6.6%	-2.5%
Fc1ccc(/C=N/c2c(-c3ccc(F)cc3)nc3n2CCS3)cc1	/	1.1%
CN(C)c1nc(N(C)C)nc(N2CC(=O)N(N)C2=N)n1	-1.1%	5.6%
COc1cccc2cc(C(=O)Nn3cnnc3)c(=O)oc12	2.2%	3.9%
Cc1ccc(C)c(NS(=O)(=O)c2cc(C(=O)NCc3ccco3)ccc2C)c1	/	6.1%
CCCCCSc1nc(C)c(CC(=O)O)c(=O)[nH]1	1.4%	3.7%
O=C1CC(c2ccco2)CC(O)=C1C=NCCO (centres undefined)	1.4%	-2.0%
CCN1C(=O)/C(=C\N2CCN(c3ccccc3)CC2)SC1=S	-1.2%	-3.8%
OCCCn1c(-c2ccccc2)nc(=S)c2c1CCCC2	/	5.4%
CCCC1=NN2C(=N)/C(=C/c3ccc(-c4ccc(F)cc4)o3)C(=O)N=C2S1	6.6%	14.1%
Cc1ccc(C)c(/C(O)=C2\C(=O)C(=O)N(CCCn3ccnc3)C2c2cccnc2)c1 (centres undefined)	/	1.0%
COc1ccc(CNC(=O)c2cc3c(C)nc4ccccc4c3o2)c(OC)c1	-11.1%	-3.5%
O=C(NCc1ccccc1)c1cc2nc(-c3ccccc3)cc(C(F)(F)F)n2n1	-0.8%	-4.6%
CC1=C(C(=O)Nc2ccc(C)cc2)C(c2ccccc2Br)NC(=S)N1 (centres undefined)	-1.8%	4.0%
O=[N+]([O-])c1cccc(C2Nc3c(cccc3[N+](=O)[O-])C3C=CCC32)c1 (centres undefined)	1.0%	-0.6%
CC1=NN(c2ccccc2)C(=O)/C1=C/c1ccc(OC2CSC2)cc1	2.3%	0.2%
CC(=O)C(C(C)=O)C1=CC(=O)C(=O)c2ccccc21	91.6%*	4.4%
CCCCOC(=O)CSc1nc(N)c(C#N)c(-c2ccc(OCC)cc2)c1C#N	-0.7%	3.6%
CCCn1c(=O)c(C(=O)NCc2ccncc2)c(O)c2ccccc21	-14.2%	2.0%
c1ccc(OCCOc2ncnc3sccc23)cc1	-1.7%	-4.0%
Cc1[nH]nc2nc(SCC(=O)NCC3CCCO3)n(-c3ccc(Br)cc3)c(=N)c12 (centres undefined)	/	-0.9%
CC(=O)Nc1ccc2c(c1)C(=O)N(C1CCCCC1)C2=O	0.8%	-0.4%
c1ccn2c(SCc3cn4ccsc4n3)nnc2c1	1.0%	-4.7%
COc1cc(Br)c(/C=C2/SC(=S)NC2=O)cc1OC	-0.6%	9.5%
COc1ccc(OC(C)C(=O)Nc2ccc(N(C)C)cc2)cc1 (centres undefined)	2.8%	-6.0%
C=CCn1c(=O)c2ccccc2n2c(SCC(=O)N3CCCc4ccccc43)nnc12	0.8%	0.2%

Ordered by value in Hsp70 displacement (low to high): some entries from above.
structure	MKP-3 inhibition	Hsp70 displacement
c1ccn2c(SCc3cn4ccsc4n3)nnc2c1	1.0%	-4.7%
COc1ccc(C(=O)N2CCN(C(=O)c3ccncc3)CC2)cc1	1.5%	-3.9%
Cc1ccc(C)c(/C(O)=C2\C(=O)C(=O)N(CCCn3ccnc3)C2c2cccnc2)c1 (centres undefined)	/	1.0%
CCCCCSc1nc(C)c(CC(=O)O)c(=O)[nH]1	1.4%	3.7%
CN(C)c1nc(N(C)C)nc(N2CC(=O)N(N)C2=N)n1	-1.1%	5.6%
COc1cc(Br)c(/C=C2/SC(=S)NC2=O)cc1OC	-0.6%	9.5%

Next section
structure	MKP-3 inhibition	Hsp70 displacement
N#Cc1c(SCC(=O)O)nc(N2CCCCC2)c2c1CCCC2	-0.1%	-0.1%
O=C(NC1(C(F)(F)F)NC(=O)N(C2CCCC2)C1=O)C1CC1 (centres undefined)	-16.1%	0.2%
O=C(NCCc1ccccc1)C1CCN(S(=O)(=O)c2ccc(-c3nn[nH]n3)cc2)CC1	-14.4%	0.0%
CCOCCn1c(CN2CCCCC2)nc2c1c(=O)n(C)c(=O)n2C	-7.2%	-4.8%
Cc1cccc(CN2CCN(CC(=O)N3CCCC3)C2=O)c1	/	1.7%
CCCCOc1ccc(/C(O)=C2/C(=O)C(=O)N(CCN(C)C)C2c2ccc(O)c(OC)c2)cc1 (centres undefined)	-5.0%	-1.0%
CCCCn1c(=NC(=O)c2cccnc2)c(C(=O)OCC)cc2c(=O)n3ccccc3nc21	6.6%	19.1%
CCOC(=O)N1CCc2c(sc3c2C(=O)NC(c2ccc(-c4ccc(Cl)cc4)o2)N3)C1 (centres undefined)	-1.3%	-33.5%
COc1nc(N2CCCC2)nc(-n2cc(-c3ccccc3)nn2)n1	-2.8%	5.8%
CCn1c(=O)c(C(=O)NCCc2ccccc2)c(O)c2ccccc21	3.0%	0.2%
Clc1cccc(OCCCn2ccnc2)c1	0.7%	1.5%
Cc1ccc(/C=C/C(=O)NC2CCS(=O)(=O)C2)cc1 (centres undefined)	2.6%	-3.0%
Cc1ccc(-c2ccc(C=O)o2)c(Br)c1	6.2%	-2.1%
CCc1nccn1S(=O)(=O)c1ccc2ccc(C)cc2c1	-9.5%	-1.3%
COc1ccc(C2CC(c3cccs3)=NN2c2ccc(C=O)cc2)cc1 (centres undefined)	1.7%	-53.2%
O=C(/C=C/c1ccc([N+](=O)[O-])cc1)N1CCN(CCN2C(=O)c3cccc4cccc(c34)C2=O)CC1	0.2%	4.4%
CN1C(=O)C2(Nc3ccccc3-c3nc4ccccc4n32)c2ccccc21 (centres undefined)	-14.8%	-2.1%
O=C(CCN1CCN(Cc2ccccc2)CC1)Nc1cccc(Cl)c1	-4.3%	2.7%
Cc1sc2c(c1C)c(=O)n(-c1ccccc1)c1nnc(C)n21	-10.1%	-1.3%
CNC(=O)CN(c1cccc(Br)c1)S(C)(=O)=O	-11.8%	-0.4%
COc1ccc(OC)c(NC(=O)Cc2ccc([N+](=O)[O-])cc2)c1	-0.6%	-4.5%
O=C(CCc1ccccc1)Nc1c(F)c(F)c(F)c(F)c1F	-9.1%&-2.6%	2.2%&3.9%
Brc1ccc2ncnc(Nc3ccc4c(c3)OCCO4)c2c1	2.5%	6.9%
CC(C)CCOc1ccc(C(=O)NCCC(=O)N2CCOCC2)cc1	-8.9%	6.4%
Clc1cc(Cl)c(OCc2nc(-c3ccccn3)no2)cc1Cl	-14.9%	0.8%
COCCCN(C(=O)c1ccco1)c1nc(-c2cc(OC)ccc2OC)cs1	3.3%	-6.2%
O=C(O)CCC(=O)Nc1nc(-c2ccccc2)cs1	1.5%	6.4%

Bioassay records: PubChem, Sanford-Burnham Center for Chemical Genomics

The list is partial; rates above refer to the full screens.
